FN deposition inh – inhibitors of fibronectin matrix deposition, primary screen, AH1F cells, Alexa488-fibronectin fluorescence, plate reader. AH1F fibroblasts, overnight. inhibition, % at 12.6 µM. 350,000 compounds, 0.086% hits;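 active means mean inhibition across replicates of 30% or more, regardless of how many single replicates reach that level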;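 further: positive control wells lacked labelled fibronectin entirely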
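material = AH1F fibroblast monolayer depositing Alexa488-labelled fibronectin into matrix | amount = 10000 AH1F cells/well | buffer or medium = DMEM plus 2% serum, read in PBS | incubation = 1 h cell adhesion before compound, then overnight fibronectin incubation | detection = fluorescence at 485 nm excitation, 525 nm emission | evaluation = percent inhibition as loss of matrix-bound fibronectin fluorescence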
miR122 inh – miR-122 Renilla sensor signal increase in Huh7, primary screen, miR-122 inhibitor project, cell-based, single point, plate reader | Huh7 miR-122 Renilla luciferase sensor, 48 h; neutral wells = 0, positive control = 100 | activation (reporter increase), % at 12.5 µM | 340,000 compounds, 0.3% hits | AID 602342, 2012;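 active means mean replicate activation score at least 90 and every replicate individually at or above 90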;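 further: higher luciferase means less miR-122 activity so hits act as miR-122 inhibitors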
EWS-Fli inh – EWS/Fli-driven NR0B1 reporter inhibitors, primary screen, A673 cells, NR0B1 luciferase, luminescence, MLPCN library; viability-normalised; inhibition, % at 12.6 µM; 350,000 compounds, 0.67% hits;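 active means mean inhibition of at least 50% after viability correction, with every replicate also passing that limit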;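 further: firefly luciferase signal divided by Alamar Blue viability fluorescence both relative to DMSO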
Casp6 inh – human caspase-6 inhibitors, primary screen, biochemical, VEID-R110 fluorescence, single point, set 2; inhibition, % at 12.5 µM; P55212; 350,000 compounds, 0.53% hits; purified caspase-6, Z-VEID-R110 cleavage fluorescence;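 active means mean inhibition across replicates at least about 35%, with every replicate also reaching that limit, limit read from the data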;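 further: 0% = median of neutral control wells and 100% = no fluorescence left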
Target sequence (P55212 24-179 limits assumed): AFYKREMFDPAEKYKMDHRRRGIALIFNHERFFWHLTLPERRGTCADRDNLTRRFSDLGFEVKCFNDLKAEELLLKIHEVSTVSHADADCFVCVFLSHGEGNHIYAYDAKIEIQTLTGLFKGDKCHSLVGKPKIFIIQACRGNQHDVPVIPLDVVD
Target sequence (P55212 194-293 limits assumed): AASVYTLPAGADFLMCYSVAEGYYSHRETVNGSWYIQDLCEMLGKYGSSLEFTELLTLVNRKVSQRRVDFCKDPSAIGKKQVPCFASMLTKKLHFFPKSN
PAX8 reporter – inhibitors of PAX8-driven TPO luciferase reporter, primary screen, RMG-I cells, single concentration; inhibition, % at 12.6 µM; SteadyGlo, 24 h; 360,000 compounds, 1.2% hits;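 active means mean replicate inhibition at least 60% with every replicate also reaching 60%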;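 further: luciferase light reporting Pax8 driven TPO promoter activity; plate controls were median of neutral control wells for no effect and mitoxantrone controls for full effect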
PGC1a acetyl inh – inhibitors of PGC1a acetylation signal, primary screen, cell-based, U2OS, AlphaScreen, inhibitor mode; AlphaScreen anti-acetyl-lysine; with virally co-expressed GCN5 acetyltransferase; inhibition, % at 15.6 µM; 350,000 compounds, 0.17% hits; AID 651687, 2012;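 active means every replicate shows inhibition of at least 40%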;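 further: 0% = neutral control wells and 100% = positive control wells; some results beyond the cut were filed as inactive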
Cneo AK release – Cryptococcus neoformans cell lysis inducers, primary screen, AK release luminescence, single concentration. AID 651654, 2012. C. neoformans lysis, adenylate kinase release luminescence, 4 h; normalised: neutral wells 0, clomiphene wells 100. lysis activity, % at 15 µM. 360,000 compounds, 0.2% hits;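 active means mean lysis activity across replicates of at least 80%, whatever share of replicates individually reach that level; inactive means mean lysis activity below 80%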
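Material: C. neoformans cells; Schedule: 4 h static compound exposure, 37 °C, read 1 h post-reagent; Measured by: adenylate kinase release luminescence; Read-out: signal increase indicating cell lysis; Controls: Clomiphene as positive lysis control.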
LGR2 inh – inhibitors of bursicon-induced LGR2 CRE-luciferase signal, primary screen, cell-based, HEK293, CRE-luciferase reporter, bursicon stimulation; inhibition, % at 9.99 µM; Drosophila bursicon receptor LGR2 (rickets); AID 720647, 2013; 380,000 compounds, 0.35% hits; bursicon-stimulated, 4 h;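 active means drop in luminescence signal, shown as inhibition above about 50% in the replicate tests, limit read from the data, passing the limit was not always enough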;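 further: agonist challenge used bursicon conditioned medium at about half maximal strength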
An asterisk follows results filed as active; . = not tested or not shown; [ ] = remark or other dose. This is a random part of the collection; 2.5% or so of the library scored in one or more.

Second line of a record: FN deposition inh	miR122 inh	EWS-Fli inh	Casp6 inh	PAX8 reporter	PGC1a acetyl inh	Cneo AK release	LGR2 inh
1: COc1ccccc1-c1ccc2c(c1)O[C@@H](CN(C)C(=O)Nc1cccc(F)c1)[C@H](C)CN([C@@H](C)CO)S2(=O)=O
  .	4[16.7 µM]	9	-1	.	-10	5	7
2: CCC(C)C1C(C#N)=C(N)OC2=C1C(=O)CC(C)(C)C2 (centres undefined)
  -6	1	-4	1	-8	-17	-2	-1
3: CCNC(=O)C[C@@H]1CC[C@@H]2[C@H](COC[C@H](O)CN2C(=O)c2cc(Cl)cc(Cl)c2)O1
  -5	-5[16.7 µM]	.	2	.	2	-2	7
4: Cn1c(=O)c(C(=O)CN2CCOCC2)c(N)n(Cc2ccccc2)c1=O
  .	-7	.	5	.	12	-1	16
5: Cc1ccc(C)c(SCc2noc(C(=O)NCC3CCCO3)c2C(=O)O)c1 (centres undefined)
  3	.	-8	1	-24	.	-1	11
6: CO[C@@H]1CN(C)C(=O)c2cc(NC(=O)Nc3ccc4c(c3)OCO4)ccc2OC[C@@H](C)N(C(C)=O)C[C@H]1C
  3	.	-37	.	-26	8	-5	-5
7: CC(=O)c1ccc(NC(=O)COC(=O)c2ccccc2N=Nc2ccc(N(C)C)cc2)cc1
  -1	-5	-25	0	54	3	-11	-16
8: CSCC[C@H](NC(=O)N1CCn2c1nc1ccccc12)C(=O)NC1CCCCC1
  2	13	.	-5	15	0	-1	-6
9: O=C(NCc1ccccc1)Nc1cccn(Cc2ccccc2Cl)c1=O
  -2	.	-3	7	-17	-19	.	-28
10: Cc1ccc(NC(=O)CSc2nnc(CNC(=O)c3ccco3)o2)cc1
  -8	-4	8	0	-15	17	.	7
11: COc1ccc2c3c(n(C)c2c1)[C@H](CO)N(Cc1cccc(Cl)c1)CC31CCN(C(C)=O)CC1
  .	.	14	11	.	6	.	-6
12: CCOCCC(=O)Nc1ccc2c(c1)c(=O)n(C)n2-c1ccccc1F
  -1	-1	0	15	-4	-5	2	-4
13: COc1ccc(N2CC(C(=O)Nc3nnc(SCC(=O)Nc4ccc(NC(C)=O)cc4)s3)CC2=O)cc1 (centres undefined)
  -2	-4	3	-2	11	.	0	-2
14: COc1ccc(-c2nc(N)nc(C(F)(F)F)c2-c2csc(C)n2)c(O)c1
  -4	.	9	-4	7	3	.	5
15: COc1ccc2c3c([nH]c2c1)[C@@H](CO)N(C(=O)Nc1ccc(F)cc1)CC31CN(C(=O)c2ccccn2)C1
  -2	.	7	2	.	-7	.	7
16: CCCC[n+]1c(-c2ccc(Cl)cc2Cl)csc1Nc1ccccc1
  -2	5	.	.	-70	-6	1	0
17: O=C(Nc1ccc(F)cc1)N1CCN(C/C=C/c2ccccc2)CC1
  -1	-29	.	.	12	.	-1	.
18: CCn1c(NC(C)=O)c(-c2ccccc2Cl)c(=O)c2ccccc21
  -4	-1	-7	-2	6	8	0	-9
19: CO[C@@H]1CN(C)C(=O)c2cc(NC(=O)C3CC3)ccc2OC[C@@H](C)N(Cc2nccs2)C[C@H]1C
  1	.	-5	9	-5	-11	-11	11
20: CC(C)CC#Cc1ccc2c(c1)O[C@H](CN(C)C(=O)Cc1ccccc1)[C@@H](C)CN([C@@H](C)CO)S2(=O)=O
  2	38[16.7 µM]	28	-1	.	-6	3	11
21: COc1ccc(-c2cn(CC[C@@H]3CC[C@@H](NS(=O)(=O)c4ccccc4C)[C@H](CO)O3)nn2)cc1
  .	.	5	-4	-9	-17	42	22
22: CC(C)COC(=O)/C(C#N)=C/c1cn(Cc2ccccc2)c2ccccc12
  7	-2	.	.	-3	-2	9	-12
23: COc1cccc(-c2nc(CS(=O)CC(=O)NCCc3ccccc3)c(C)o2)c1 (centres undefined)
  -24	-7	-12	2	-7	7	-3	-13
24: CCOC(=O)N1CCN(C(=O)c2ccc(SC)cc2OC)CC1
  -2	0	4	1	5	.	1	-2
25: CCOC(=O)c1c(C)nc2c3ccccc3ccn12
  -12	-6	.	.	-217	-1	2	.
26: CCC(CC)C(=O)NN(C(=O)c1ccncc1)C1CC(=O)N(c2ccccc2)C1=O (centres undefined)
  17	.	8	1	-19	.	.	17
27: O=C(C[C@@H]1CC[C@H]2[C@@H](COC[C@@H](O)CN2Cc2ccccc2)O1)NCCc1ccccc1
  -6	8[16.7 µM]	2	0	1	8	0	17
28: CCOc1ccc(OCc2ccc(C(=O)NN)o2)cc1
  -3	.	-82	-2	-77	.	.	-51
29: COc1ccc2[nH]cc(CCn3ccc(O)c(C/C=C/c4ccccc4)c3=O)c2c1
  1	.	-1	-7	15	.	.	.
30: Cc1ccc([C@@H]2C[C@H]3[C@@H](CN2S(=O)(=O)c2ccc(C)cc2)C(=O)C[C@@H](c2ccc(Cl)cc2)N3S(=O)(=O)c2ccc(C)cc2)cc1
  0	-6	-6	-1	-16	-7	2	9

Ordered by heavy-atom count (lowest first): 10 of the compounds above
Second line of a record: FN deposition inh	miR122 inh	EWS-Fli inh	Casp6 inh	PAX8 reporter	PGC1a acetyl inh	Cneo AK release	LGR2 inh
25: CCOC(=O)c1c(C)nc2c3ccccc3ccn12
  -12	-6	.	.	-217	-1	2	.
28: CCOc1ccc(OCc2ccc(C(=O)NN)o2)cc1
  -3	.	-82	-2	-77	.	.	-51
24: CCOC(=O)N1CCN(C(=O)c2ccc(SC)cc2OC)CC1
  -2	0	4	1	5	.	1	-2
16: CCCC[n+]1c(-c2ccc(Cl)cc2Cl)csc1Nc1ccccc1
  -2	5	.	.	-70	-6	1	0
17: O=C(Nc1ccc(F)cc1)N1CCN(C/C=C/c2ccccc2)CC1
  -1	-29	.	.	12	.	-1	.
23: COc1cccc(-c2nc(CS(=O)CC(=O)NCCc3ccccc3)c(C)o2)c1 (centres undefined)
  -24	-7	-12	2	-7	7	-3	-13
29: COc1ccc2[nH]cc(CCn3ccc(O)c(C/C=C/c4ccccc4)c3=O)c2c1
  1	.	-1	-7	15	.	.	.
27: O=C(C[C@@H]1CC[C@H]2[C@@H](COC[C@@H](O)CN2Cc2ccccc2)O1)NCCc1ccccc1
  -6	8[16.7 µM]	2	0	1	8	0	17
21: COc1ccc(-c2cn(CC[C@@H]3CC[C@@H](NS(=O)(=O)c4ccccc4C)[C@H](CO)O3)nn2)cc1
  .	.	5	-4	-9	-17	42	22
30: Cc1ccc([C@@H]2C[C@H]3[C@@H](CN2S(=O)(=O)c2ccc(C)cc2)C(=O)C[C@@H](c2ccc(Cl)cc2)N3S(=O)(=O)c2ccc(C)cc2)cc1
  0	-6	-6	-1	-16	-7	2	9

(next part)
Second line of a record: FN deposition inh	miR122 inh	EWS-Fli inh	Casp6 inh	PAX8 reporter	PGC1a acetyl inh	Cneo AK release	LGR2 inh
31: C/C(N)=C(/C#N)C(=O)COC(=O)c1cccc(O)c1
  2	5	-7	.	-35	14	.	-21
32: CCN1CCN(CC(=O)c2ccc(OC)cc2)CC1
  -2	-1	4	-8	3	.	-2	4
33: CCN(C(=O)COC(=O)/C(C#N)=C/c1ccc(OC)cc1)C1CCS(=O)(=O)C1 (centres undefined)
  -3	.	-8	-1	3	.	0	5
34: N#C[C@@H]1[C@H](c2ccccc2)[C@H](CO)N1C(=O)c1ccc2c(c1)OCO2
  3	.	-5	0	-9	16	-2	0
35: Cc1cccc(NC(=O)/C=C/c2ccc([N+](=O)[O-])s2)c1
  -8	.	68*	-5	73*	.	.	-3
36: O=C(NCC1CC1)[C@H]1[C@H](CO)[C@H]2Cn3c(ccc(C4=CCCCC4)c3=O)[C@@H]1N2
  .	-3[16.7 µM]	-6	1	.	.	-4	-2
37: C[C@@H]1CN([C@H](C)CO)C(=O)c2cc(NS(=O)(=O)c3cccs3)ccc2O[C@@H]1CN(C)Cc1ccc2c(c1)OCO2
  0	8[16.7 µM]	12	1	.	2	0	0
38: S=c1[nH]nc(COc2ccccc2)n1/N=C/C=C/c1ccccc1
  2	4	7	0	-6	.	-1	-1
39: CN(C)S(=O)(=O)c1cccc(C(=O)c2nccn2C)c1
  12	.	4	-2	17	-5	.	11
40: CCCNC(=O)N1C[C@@H](O)COC[C@H]2O[C@H](CC(=O)N3CCN(C)CC3)CC[C@@H]21
  -3	-6[16.7 µM]	-1	1	-4	1	105*	1
41: CC(C)CN(C(=O)Cn1c(C(F)(F)F)nc2ccccc21)c1c(N)n(Cc2ccccc2)c(=O)[nH]c1=O
  .	.	2	2	7	.	-1	-1
42: CCCCNC(=S)N=Nc1c(O)[nH]c2ccccc12
  6	.	2	4	-25	9	.	-9
43: O=C(NCCN1CCOCC1)c1ccc2c(c1)N(Cc1ccccc1F)C(=O)c1ccccc1S2(=O)=O
  -3	.	-2	2	7	-2	-2	-6
44: CO[C@H]1CN(C)C(=O)c2cc(C#N)ccc2OCC[C@@H]2CC[C@@H](OC)[C@H](CN(C)C(=O)[C@H]1C)O2
  -1	.	8	0	-2	.	4	-6
45: O=C(CCN1CCCCC1)NCC[C@H]1CC[C@@H](NC(=O)C2CCC2)[C@@H](CO)O1
  .	5[16.7 µM]	-4	-5	-3	4	-2	-2
46: COc1ccc(NC(=O)N(C)C[C@@H]2Oc3c(NS(=O)(=O)c4cccs4)cccc3C(=O)N([C@H](C)CO)C[C@@H]2C)cc1
  .	-5[16.7 µM]	2	4	.	13	-6	-14
47: C[C@H](O)C#Cc1cnc2c(c1)C(=O)N([C@H](C)CO)C[C@@H](C)[C@H](CN(C)C(=O)c1ccc(F)cc1)O2
  .	.	-12	5	.	9	38	23
48: Cc1cc(C)c2c(n1)SCC(=O)N2CC(=O)Nc1cc(F)ccc1F
  -1	0	1	0	13	9	2	-16
49: CCc1nn(C(C)C(=O)N2CCN(c3ccccc3)CC2)c(=O)c2cc3occc3n12 (centres undefined)
  7	.	9	3	-2	.	.	4
50: C[C@H]1CN([C@@H](C)CO)C(=O)c2ccccc2-c2ccccc2CO[C@@H]1CN(C)Cc1ccc(C(F)(F)F)cc1
  -5	.	40	0	48	-12	.	19
51: CCN(CC)C(=O)c1sc(NC(=O)Cc2cccs2)c(C#N)c1C
  6	.	.	-4	.	-9	-1	-17
52: CC(=O)N(C[C@@H]1N[C@@H](CO)[C@H]1c1ccc(-c2ccc(F)cc2)cc1)C(C)C
  6	30[16.7 µM]	-44	0	7	-10	4	-20
53: Cc1nc2ccccc2c(N)c1C(=O)/C=C/c1ccccc1
  -11	-1	-1	-6	-2	14	3	15
54: CCOC(=O)c1sc(N=NC2=C(O)CC(C)(C)CC2=O)c(C(=O)OCC)c1C
  2	-13	-1	-2	5	-4	6	.
55: O=C(Nc1ccc(F)cc1)N[C@@H]1C=C[C@H](CC(=O)N2CCCCC2)O[C@H]1CO
  -3	.	1	2	5	2	-2	10
56: CC(=NCc1ccco1)c1c(C(F)(F)F)[nH]n(-c2nc3ccccc3s2)c1=O
  .	3	.	0	.	.	-7	12

Screening data from PubChem.
